Compound activity deposited in PubChem by National Center for Advancing Translational Sciences (NCATS).
RXFP1 agonist = qHTS Assay for Agonists of the Relaxin Receptor RXFP1; hit rate 0.3% among 370,000; AID 2676, 2010; HEK293T-RXFP1 cAMP TR-FRET, 30 min; response scale: percent of porcine relaxin response, buffer zero; Relaxin receptor 1 (Homo sapiens), Q9HBX9; Potency, µM (highest dose often 57.5 µM), for the others: at the highest dose activation, most hits filed as activators; further: potency means the concentration at half of the fitted maximal effect; on the % scale 0 is the no-effect control and ±100 the full control effect; nearly all actives have a fitted effect of over 60% in size; many of its hits are not listed in these tables
Target sequence (Q9HBX9 whole entry, looked up): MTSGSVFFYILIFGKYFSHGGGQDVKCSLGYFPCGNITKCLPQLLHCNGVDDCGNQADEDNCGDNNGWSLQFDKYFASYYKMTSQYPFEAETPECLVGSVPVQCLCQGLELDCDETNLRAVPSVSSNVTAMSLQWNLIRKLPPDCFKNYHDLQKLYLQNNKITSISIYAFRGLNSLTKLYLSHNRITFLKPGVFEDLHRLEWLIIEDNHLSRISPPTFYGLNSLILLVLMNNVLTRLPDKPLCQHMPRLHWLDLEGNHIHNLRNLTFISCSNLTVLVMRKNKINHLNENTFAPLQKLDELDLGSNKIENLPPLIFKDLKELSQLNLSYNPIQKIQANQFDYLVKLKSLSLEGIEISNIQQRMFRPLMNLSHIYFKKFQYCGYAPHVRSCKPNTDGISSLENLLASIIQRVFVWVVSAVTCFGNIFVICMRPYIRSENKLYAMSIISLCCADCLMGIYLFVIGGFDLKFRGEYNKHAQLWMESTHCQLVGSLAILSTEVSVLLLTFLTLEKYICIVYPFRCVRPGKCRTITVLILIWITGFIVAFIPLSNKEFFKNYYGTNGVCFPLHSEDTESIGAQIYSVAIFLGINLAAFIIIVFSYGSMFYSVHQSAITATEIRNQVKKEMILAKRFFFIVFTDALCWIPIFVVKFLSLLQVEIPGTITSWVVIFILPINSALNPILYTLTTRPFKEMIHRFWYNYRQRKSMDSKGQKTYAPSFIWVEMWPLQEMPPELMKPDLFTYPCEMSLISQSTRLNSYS
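HEK293T cells stably expressing RXFP1 were pretreated with the PDE4 inhibitor Ro 20174, exposed to compounds for 30 min at 37C, lysed, and cAMP was read by TR-FRET. Data normalized to buffer (basal) and 29 nM porcine relaxin (100%).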
GRP78 ERSR act = qHTS for Inducers of the Endoplasmic Reticulum Stress Response (ERSR) in Human Glioma: qHTS; hit rate 0.02% among 420,000; AID 602332, 2012; U87-MG GRP78 promoter luciferase reporter, 16 h; Potency, µM, without a hit: top-dose activation, usual class: activators; further: potency means the concentration at half of the fitted maximal effect; series mostly up to about 76 µM; % of control where 0% means no effect; nearly all actives have a fitted effect of over 35% in size
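ERSR induction read as luciferase luminescence (Bright-Glo, 10 min at room temperature) in stably transfected human U87-MG glioma cells exposed to compounds for 16 h, using GRP78 as sensor.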
IDH1 R132H inh = qHTS for Inhibitors of mutant isocitrate dehydrogenase 1 (IDH1): qHTS. hit rate 0.093% among 390,000. Isocitrate dehydrogenase [NADP] cytoplasmic (Homo sapiens), O75874. Potency, µM (series often up to 76.6 µM), without a hit: at the highest dose activity change, negative = inhibition, usual class: inhibitors. IDH1-R132H enzyme, NADPH consumption, diaphorase/resazurin fluorescence; further: potency means the concentration at half of the fitted maximal effect; on the % scale 0 is the no-effect control and ±100 the full control effect; nearly all actives have a fitted effect of over 65% in size
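IDH1-R132H (0.5 ug/mL) preincubated 30 min with compound, then NADPH (0.016 mM) and alpha-KG (2 mM) added; 80 min at RT, pH 7.5. Remaining NADPH coupled via diaphorase/resazurin to fluorescence (540/590 nm); concentration-response curves normalized to no-enzyme control.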
Vif-APOBEC3F blk = qHTS for Inhibitors of Vif-A3F Interactions: qHTS; HeLa A3F-eYFP + Vif (tagged APOBEC3F with the HIV-1 protein that degrades it), YFP fluorescence increase; Potency, µM (titrated, usually from 46.1 µM), for the others: at the highest dose activity, negative = active; hit rate 0.2% among 390,000; further: potency means the concentration at half of the fitted maximal effect; % of control where 0% means no effect; nearly all actives have a fitted effect of over 65% in size
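HeLa cells stably expressing A3F-eYFP plus Vif, plated and incubated overnight at 37 deg C, then exposed to compounds overnight at 37 deg C. Blocked degradation read as raised yellow fluorescence (Ex 488/Em 500-530).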
TrxR1 substrate = qHTS Assay for Substrates of Mammalian Selenoprotein Thioredoxin Reductase 1 (TrxR1): qHTS. hit rate 0.01% among 390,000. Thioredoxin reductase 1, cytoplasmic (Rattus norvegicus), O89049. purified TrxR1 substrate turnover, NADPH consumption readout. Potency, µM (top dose mostly 114 µM), without a hit: at the top dose activity change, negative = substrate turnover; further: potency means the concentration at half of the fitted maximal effect; on the % scale 0 is the no-effect control and ±100 the full control effect; nearly all actives have a fitted effect of over 50% in size
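Rat TrxR1, dispensed at 90 nM, was prereduced with 400 uM NADPH (final) for 5 min at ~22 deg C, then incubated with compound 15 min before 400 uM selenite. A first-read NADPH fluorescence drop versus no-compound background flagged substrates.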
PI4K2A block = qHTS for small molecular inhibitors of PI4K2A. purified PI4K2A, ADP-Glo luminescence, 1 h; stronger effect = lower value. activity change, negative = inhibition, % at 76.9 µM. hit rate 0.13% among 420,000. AID 1346378, 2018; in the data active means activity change below about -50%; inconclusive means mostly about -30% to -49%;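 further: -100% = wells without enzyme as full effect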
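In this quantitative HTS, ADP production by PI4K2A was quantified luminescently after 1 h at ambient temperature; 100 microM adenosine served as plate-quality control.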
USP1-UAF1 inh = Inhibitors of USP1/UAF1: Primary Screen; Ubiquitin carboxyl-terminal hydrolase 1 (Homo sapiens), O94782; recombinant USP1/UAF1, Ub-Rhodamine cleavage fluorescence; Potency, µM (titrated, usually from 57.1 µM), without a hit: at the highest dose activity change, negative = inhibition, usual class: inhibitors; hit rate 0.23% among 390,000; AID 743255, 2014; further: potency means the concentration at half of the fitted maximal effect; on the % scale 0 is the no-effect control and ±100 the full control effect; nearly all actives have a fitted effect of over 60% in size; inactives centre near -12
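USP1/UAF1 complex (1 nM) preincubated 15 min at room temperature with compound, then Ub-Rho substrate (150 nM final) added. Kinetic fluorescence at 480/540 nm over 6 reads at 60 s intervals; 50 mM HEPES pH 7.8, 0.5 mM EDTA, 0.1 mg/ml BSA, 1 mM TCEP, 0.01% Tween-20.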
Vif-APOBEC3G blk = qHTS for Inhibitors of Vif-A3G Interactions: qHTS | DNA dC->dU-editing enzyme APOBEC-3G (Homo sapiens), Q9HC16 | HeLa A3G-eYFP + Vif (tagged APOBEC3G with the HIV-1 protein that degrades it), YFP fluorescence, overnight | Potency, µM (highest dose often 46.1 µM), inactives show at the highest dose activity, negative = active, usual class: inhibitors | hit rate 0.076% among 410,000 | AID 602310, 2012;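 further: potency means the concentration at half of the fitted maximal effect; on the % scale 0 is the no-effect control and ±100 the full control effect; nearly all actives have a fitted effect of over 60% in size; hits raise eYFP signal because A3G escapes Vif-driven loss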
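Read-out is eYFP fluorescence (Ex 488/Em 500-530) from Vif-expressing HeLa A3G-eYFP cells; more signal means A3G escaped Vif-mediated degradation. Cells plated overnight, compound pinned in, incubated overnight at 37 deg C.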
LDHA block = qHTS assay for inhibitors of human lactate dehydrogenase; L-lactate dehydrogenase A chain (Homo sapiens), P00338; purified LDHA, NADH/diaphorase-resazurin fluorescence; stronger effect = lower value; hit rate 0.15% among 480,000; AID 1347041, 2019; activity change, % (values are at about 110 or 230 µM); in the data active means activity change below about -30%; inconclusive means mostly about -25% to -30%;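 further: plate controls were DMSO wells for no effect and wells without enzyme for full effect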
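Enzyme activity of human lactate dehydrogenase 5 (2 nM; 0.06 mM NADH, 0.2 mM pyruvate, 5 min, RT) is measured via a resazurin/diaphorase fluorescence readout of residual NADH.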
Starred values were filed as active, the others as inactive; [ ] = dose if it differs, or a comment. Unless noted, the call rests on the fitted dose curve; in most records, active means well fitted curve in the direction sought with a large enough effect; inconclusive means small, poorly fitted or top-dose-only effect, or another doubt; inactive means no such curve, though single readings can be large; an effect the other way counts as inactive or inconclusive.

Screening CC1(C)CC(=O)C2=C(C1)Nc1cc3c(cc1C2c1ccc(F)cc1)OCO3 (configuration not stated) returned RXFP1 agonist 1.0%, GRP78 ERSR act -1%, IDH1 R132H inh -14%, TrxR1 substrate 36%[activator], PI4K2A block -7, USP1-UAF1 inh -14%, Vif-APOBEC3G blk 1% and LDHA block -3.
CC(C)C[C@H](NC(=O)c1nc[nH]c1C(=O)N(C)Cc1ccccc1)C(=O)OC(C)(C)C was read as RXFP1 agonist 1.9%, GRP78 ERSR act -8%, IDH1 R132H inh 2%, Vif-APOBEC3F blk 6%, TrxR1 substrate -6%[57.1 µM], PI4K2A block -5, USP1-UAF1 inh -27%, Vif-APOBEC3G blk -9% and LDHA block 2.
`CCOc1ccccc1/C=C/c1onc(C)c1S(=O)(=O)N1CCC(C(=O)N2CCCCC2)CC1` gave RXFP1 agonist 3.4%, GRP78 ERSR act -1%, IDH1 R132H inh 19%, Vif-APOBEC3F blk 4%, TrxR1 substrate 2%[57.1 µM], PI4K2A block 3, USP1-UAF1 inh -13%, Vif-APOBEC3G blk 2% and LDHA block -8.
For CC(CC(=O)O)NCC1COc2ccccc2O1 (configuration not stated) the results were GRP78 ERSR act -3%, IDH1 R132H inh 8%, Vif-APOBEC3F blk 0%, TrxR1 substrate 6%, PI4K2A block 7, USP1-UAF1 inh -5%, Vif-APOBEC3G blk -1% and LDHA block -1.
CC(=O)N1c2ccc(C)cc2Sc2c1ccc1ccccc21 was read as GRP78 ERSR act 0%, IDH1 R132H inh -6%, Vif-APOBEC3F blk 4%, TrxR1 substrate -7%[2.29 µM], PI4K2A block 0, USP1-UAF1 inh 0%, Vif-APOBEC3G blk -26% and LDHA block -2.
Screening N=c1c2ccccc2nnn1-c1cccc(C(F)(F)F)c1 returned RXFP1 agonist 0.6%, GRP78 ERSR act 4%, IDH1 R132H inh 0%, Vif-APOBEC3F blk 0%, TrxR1 substrate -5%, PI4K2A block 2, USP1-UAF1 inh -20%, Vif-APOBEC3G blk 9% and LDHA block -4.
For CC(=O)Oc1ccc(C(=O)OCC(=O)c2c(N)n(C)c(=O)n(C)c2=O)cc1OC(C)=O the results were RXFP1 agonist 6.9%, GRP78 ERSR act -5%, IDH1 R132H inh 2%, Vif-APOBEC3F blk 0%, TrxR1 substrate 5%[57.1 µM], PI4K2A block 7, USP1-UAF1 inh -15%, Vif-APOBEC3G blk 0% and LDHA block 4.
`COc1ccc(C(=O)C2CCCN(Cc3cn[nH]c3-c3ccccc3)C2)cc1OC` (configuration not stated) gave RXFP1 agonist -1.3%, GRP78 ERSR act -4%, IDH1 R132H inh 1%, Vif-APOBEC3F blk 7%, TrxR1 substrate -2%, PI4K2A block -1, USP1-UAF1 inh -19%, Vif-APOBEC3G blk 3% and LDHA block -4.
`COc1cc(OC)cc(C(=O)NCC(=O)OCC(=O)N2CCc3ccccc32)c1` gave RXFP1 agonist -0.9%, GRP78 ERSR act -2%, IDH1 R132H inh 4%, Vif-APOBEC3F blk 3%, TrxR1 substrate -6%, PI4K2A block -5, USP1-UAF1 inh -17%, Vif-APOBEC3G blk 0% and LDHA block -8.
For CN(C)c1ccc(C(=O)OCC(=O)N2CCCCCC2)cc1 the results were RXFP1 agonist -0.2%, GRP78 ERSR act 2%, IDH1 R132H inh 19%, Vif-APOBEC3F blk -10%, TrxR1 substrate 0%, PI4K2A block -2, USP1-UAF1 inh -28%, Vif-APOBEC3G blk -8% and LDHA block 1.
O=C(CCNS(=O)(=O)c1cccs1)N1CCN(c2cccc(Cl)c2)CC1 was read as RXFP1 agonist 1.5%, GRP78 ERSR act -2%, IDH1 R132H inh 5%, Vif-APOBEC3F blk -31%, TrxR1 substrate 7%[57.1 µM], PI4K2A block -2, USP1-UAF1 inh -22%, Vif-APOBEC3G blk -1% and LDHA block -10.
For CCOc1ccc(N(C)S(=O)(=O)c2ccc3[nH]cc(C(=O)NCc4ccccc4)c(=O)c3c2)cc1 the results were RXFP1 agonist -0.4%, GRP78 ERSR act -3%, IDH1 R132H inh 6%, Vif-APOBEC3F blk 2%, TrxR1 substrate 0%[57.1 µM], PI4K2A block 2, USP1-UAF1 inh -10%, Vif-APOBEC3G blk 3% and LDHA block -1.
COCCNC(=O)c1c(NC(=O)c2nc(SC)ncc2Cl)sc2c1CCCC2 was read as RXFP1 agonist 1.8%, GRP78 ERSR act -2%, IDH1 R132H inh 2%, Vif-APOBEC3F blk -11%, TrxR1 substrate 7%, PI4K2A block -8, USP1-UAF1 inh 0%, Vif-APOBEC3G blk -2% and LDHA block 3.
COC(=O)Nc1nc(-c2cc(Cl)ccc2Cl)cs1 was read as RXFP1 agonist 3.2%, GRP78 ERSR act -3%, IDH1 R132H inh 0%, Vif-APOBEC3F blk -2%, TrxR1 substrate -9%, PI4K2A block 2, USP1-UAF1 inh inconclusive, Vif-APOBEC3G blk 0% and LDHA block -7.
CCOc1ccc(S(=O)(=O)N2CCN(C(=O)c3ccc(C)c(S(=O)(=O)N4CCOCC4)c3)CC2)cc1 was read as GRP78 ERSR act -3%, IDH1 R132H inh 0%, Vif-APOBEC3F blk 6%, TrxR1 substrate -5%, PI4K2A block -6, USP1-UAF1 inh -21%, Vif-APOBEC3G blk 0% and LDHA block -2.
CCCc1[nH]nc2c1C(c1ccncc1)C(C#N)=C(N)O2 (configuration not stated) was read as RXFP1 agonist 4.7%, GRP78 ERSR act -3%, IDH1 R132H inh 9%, Vif-APOBEC3F blk -5%, TrxR1 substrate -9%[57.1 µM], PI4K2A block -4, USP1-UAF1 inh -19%, Vif-APOBEC3G blk -3% and LDHA block 3.
O=C(c1cc(C2CC2)nc2ccccc12)N1N=C(C(F)F)CC1(O)C(F)F (configuration not stated) was read as RXFP1 agonist -1.5%, GRP78 ERSR act -3%, IDH1 R132H inh 4%, Vif-APOBEC3F blk 2%, TrxR1 substrate -3%, PI4K2A block -3, USP1-UAF1 inh -16%, Vif-APOBEC3G blk -5% and LDHA block 7.
For COc1ccc(C2=NNC(c3ccco3)=Nc3ccc(F)cc32)cc1 the results were RXFP1 agonist 0.5%, GRP78 ERSR act 5%, IDH1 R132H inh -6%, Vif-APOBEC3F blk 9%, TrxR1 substrate -4%[57.1 µM], PI4K2A block 1, USP1-UAF1 inh -16%, Vif-APOBEC3G blk 0% and LDHA block -10.
`COc1cccc(NS(=O)(=O)c2ccc(C)c(C(=O)N3CCCCC3)c2)c1` gave RXFP1 agonist 1.5%, GRP78 ERSR act -2%, IDH1 R132H inh 6%, Vif-APOBEC3F blk -4%, TrxR1 substrate 0%, PI4K2A block -1, USP1-UAF1 inh -16%, Vif-APOBEC3G blk -4% and LDHA block -1.
CCOc1ccc(OCCC(=O)NNC(=O)c2cc(C)oc2C)cc1 was read as RXFP1 agonist -2.4%, GRP78 ERSR act -5%, IDH1 R132H inh -1%, Vif-APOBEC3F blk -11%, TrxR1 substrate -7%, PI4K2A block -6, USP1-UAF1 inh -7%, Vif-APOBEC3G blk -2% and LDHA block -4.
For CCOC(=O)[C@H]1[C@H]2COc3ccc(Cl)cc3[C@@H]2N2C(=O)CN(Cc3ccccc3)C(=O)[C@@]12C the results were RXFP1 agonist 1.3%, GRP78 ERSR act 2%, IDH1 R132H inh -13%, Vif-APOBEC3F blk 2%, TrxR1 substrate 4%[57.1 µM], PI4K2A block -4, USP1-UAF1 inh -16%, Vif-APOBEC3G blk -10% and LDHA block -1.
O=C1COc2ccc(C(=O)COC(=O)C3CC(O)CN3S(=O)(=O)c3ccc(Cl)cc3)cc2N1 (configuration not stated) was read as RXFP1 agonist -0.3%, GRP78 ERSR act -5%, IDH1 R132H inh -2%, Vif-APOBEC3F blk 1%, TrxR1 substrate -1%, PI4K2A block 0, USP1-UAF1 inh -11%, Vif-APOBEC3G blk 0% and LDHA block -1.
`CC1=C(C(=O)Nc2ccccc2)C(c2ccccc2C)n2nc(SCC(=O)c3ccc(C)cc3)nc2N1` (configuration not stated) gave RXFP1 agonist 1.9%, GRP78 ERSR act -4%, IDH1 R132H inh -3%, Vif-APOBEC3F blk -2%, TrxR1 substrate -3%[57.1 µM], PI4K2A block -1, USP1-UAF1 inh inconclusive, Vif-APOBEC3G blk 3% and LDHA block -14.
`COc1ccc(/C=C/C(=O)NCC(=O)N/N=C/c2ccc(OC)cc2)cc1` gave RXFP1 agonist 0.0%, GRP78 ERSR act -5%, IDH1 R132H inh -6%, Vif-APOBEC3F blk -2%, TrxR1 substrate 2%, PI4K2A block -4, USP1-UAF1 inh -5%, Vif-APOBEC3G blk -4% and LDHA block -8.

These rows are one share of the data. The share of hits here may be higher or lower than overall.
